KDM5B inhibitor – KDM5B demethylase inhibition; KDM5B demethylase, FDH-coupled NADH fluorescence (FDH is formaldehyde dehydrogenase); Potency, µM (titrated, usually from 57.7 µM), without a hit: at the highest dose activity change, negative = inhibition, most hits filed as inhibitors; 220,000 compounds, 2.6% hits; active = well fitted inhibition curve with a large enough effect; inconclusive = small, poorly fitted or top-dose-only effect; inactive = no such curve, though single readings can be large or run the other way; also: 0% is about no effect; nearly all actives have a fitted effect of over 70% in size
Target sequence (Q9UGL1 whole entry, looked up): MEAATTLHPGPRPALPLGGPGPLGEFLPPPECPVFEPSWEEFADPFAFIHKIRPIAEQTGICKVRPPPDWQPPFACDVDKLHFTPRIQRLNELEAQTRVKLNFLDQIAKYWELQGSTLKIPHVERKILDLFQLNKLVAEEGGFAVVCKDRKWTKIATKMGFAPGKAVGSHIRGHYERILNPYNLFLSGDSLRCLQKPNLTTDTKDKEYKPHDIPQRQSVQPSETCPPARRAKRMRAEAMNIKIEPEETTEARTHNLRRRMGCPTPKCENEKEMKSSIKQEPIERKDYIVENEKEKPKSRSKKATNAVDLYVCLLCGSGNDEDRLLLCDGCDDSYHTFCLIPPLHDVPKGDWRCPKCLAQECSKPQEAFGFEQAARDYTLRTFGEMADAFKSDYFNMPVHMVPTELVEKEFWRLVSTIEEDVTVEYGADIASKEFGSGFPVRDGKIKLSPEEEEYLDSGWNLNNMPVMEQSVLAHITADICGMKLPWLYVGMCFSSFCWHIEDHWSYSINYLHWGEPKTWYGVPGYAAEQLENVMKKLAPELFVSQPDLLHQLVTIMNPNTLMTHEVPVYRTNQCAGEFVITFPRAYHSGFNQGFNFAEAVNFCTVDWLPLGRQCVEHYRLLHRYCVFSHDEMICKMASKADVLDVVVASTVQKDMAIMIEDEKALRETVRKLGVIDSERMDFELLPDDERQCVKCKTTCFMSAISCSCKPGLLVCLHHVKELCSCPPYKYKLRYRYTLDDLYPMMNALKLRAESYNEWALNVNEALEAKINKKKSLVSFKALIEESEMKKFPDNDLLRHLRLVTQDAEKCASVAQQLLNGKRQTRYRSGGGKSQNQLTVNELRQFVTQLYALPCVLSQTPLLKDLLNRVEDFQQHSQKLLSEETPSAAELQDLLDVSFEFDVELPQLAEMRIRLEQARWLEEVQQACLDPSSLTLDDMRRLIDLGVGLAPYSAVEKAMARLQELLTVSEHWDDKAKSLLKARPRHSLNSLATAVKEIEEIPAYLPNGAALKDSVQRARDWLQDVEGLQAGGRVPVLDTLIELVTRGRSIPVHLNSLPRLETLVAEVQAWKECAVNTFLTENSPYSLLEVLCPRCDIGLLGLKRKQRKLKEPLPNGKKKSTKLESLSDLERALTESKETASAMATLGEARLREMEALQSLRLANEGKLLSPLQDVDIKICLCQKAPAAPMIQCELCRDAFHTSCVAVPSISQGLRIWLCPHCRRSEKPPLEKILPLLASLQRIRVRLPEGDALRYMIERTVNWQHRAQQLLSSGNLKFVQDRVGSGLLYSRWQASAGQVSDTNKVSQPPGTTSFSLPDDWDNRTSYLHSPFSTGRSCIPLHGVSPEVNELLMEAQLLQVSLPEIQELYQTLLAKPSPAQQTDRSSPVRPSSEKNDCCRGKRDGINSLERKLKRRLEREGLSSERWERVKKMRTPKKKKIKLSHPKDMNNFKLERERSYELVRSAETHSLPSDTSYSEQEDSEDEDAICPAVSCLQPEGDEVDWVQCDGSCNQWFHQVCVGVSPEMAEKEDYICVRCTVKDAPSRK
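qHTS format, multiple compound concentrations. Buffer 50 mM HEPES pH 7.5/0.01% Tween-20; 200 nM KDM5BΔAP final; 10 min compound preincubation; substrate-mix levels 12.5 µM peptide, 25 µM α-KG, 0.25 mM NAD⁺; 30 min RT; ΔRFU.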
* = called active by the depositor; i = inactive; ? = inconclusive; & = joins results of further samples; [ ] = another dose, or the depositor's remark. Potency is read from the fitted curve at half-maximal effect. These rows are one share of the data (hit frequency here may not be typical).

KDM5B inhibitor	SMILES
24.7%	Cc1ccc(C)c(S(=O)(=O)N(C)CC2CCOCC2)c1
-9.4%	COc1ccc(CNC(=O)CC[C@H]2CNC(=O)[C@@H]3[C@@H](CCN3Cc3ccccc3)N2C)cc1
3.6%	CCOC(=O)c1c(NC(=O)/C(C#N)=C/c2ccccc2)sc2c1CCC2
-9.9%	O=C(CN1CCCc2ccccc21)N/N=C/c1ccc(F)cc1F
?	CC(C)c1ccc(CN(C(=O)Cc2c[nH]c3ccccc23)C2CC2)cc1
14.9%	CN(CCC(N)=O)C(=O)C1CCCN1S(=O)(=O)c1ccc(F)cc1 (stereo not drawn)
30.0%[115 µM]	O=C1NC(=NC2CCCC2)C2(CCN([S+](=O)([O-])c3cccs3)CC2)N1c1cccnc1
18.7%[86.2 µM]	Fc1ccccc1CN1CCOC[C@H](Oc2cnccn2)C1
-15.9%[86.2 µM]	Cc1ccccc1C(=O)N1C2CCCC1CC(=O)C2
?	C=CCOC(=O)C1=C(C)N=C2SC=C(CC(=O)NCC3CC3)N2C1c1ccc(OC)c(OC)c1 (stereo not drawn)
6.5%	COc1ccc(OC)c(S(=O)(=O)NCCc2csc(-c3cccc(F)c3)n2)c1
21.0%	Cn1c(COc2ccccc2Cl)nnc1SCCn1cccn1
?	Nc1c(N(Cc2ccco2)C(=O)c2cccc(Cl)c2)c(=O)[nH]c(=O)n1Cc1ccccc1
-9.8%	CCc1ccc(CN2C(=O)c3ccccc3C2C(=O)NCCc2ccc(OC)c(OC)c2)cc1 (stereo not drawn)
7.4%	CCOc1ccccc1NC(=O)N1CCN(Cc2nc(-c3ccc(C)cc3)oc2C)CC1
-13.6%	CC(=O)N(C1CC1)C1CCOC2(CCN(C(=O)Nc3ccc4c(c3)OCCO4)CC2)C1 (stereo not drawn)
-11.3%	Cc1ccc(C2Cn3nnc(C(=O)N4CCC(C(=O)NCc5cc(F)ccc5F)CC4)c3CO2)cc1 (stereo not drawn)
7.3%	COc1ccc(N2C(=O)CCS2(=O)=O)cc1S(=O)(=O)N1CCN(c2ccccc2)CC1
-14.9%	COc1ccc(C(C)(C)C)cc1NC(=O)Cc1nc(-c2ccccc2)oc1C
2.9%	CC(CC(=O)NC1CCCCC1)(C(=O)O)c1ccccc1 (stereo not drawn)
2.5%	CCc1cc(=O)n(CC(=O)Nc2cccc(C(C)=O)c2)c(N2CCOCC2)n1
8.1%	O=C(C1CN(C(=O)c2nn(-c3ccccc3)c(=O)c3ccccc23)c2ccccc2O1)N1CCCCC1 (stereo not drawn)
?	CCSc1ccccc1C(=O)Nc1ccc(-c2nc3ccccc3s2)c(O)c1
?	COc1cc(NC(=O)CCc2c(C)nc3c4c(C)cc(C)nc4nn3c2C)cc(OC)c1
3.1%	C/C=C/c1ccc(OCC(O)CNCc2ccc(OC)cc2)c(OC)c1 (stereo not drawn)
35.5%[activator]	CCCN1CNC(=S)N(N2CN(CCC)CNC2=S)C1
1.2%	COc1ccc(N2CC(C(=O)Nc3ccc(NC(C)=O)cc3)CC2=O)cc1 (stereo not drawn)
?	CCCOC(=O)c1c(-c2ccc(OCC)cc2)csc1NC(=O)c1ccoc1C
-8.5%	O=C(Cn1nc2n(c1=O)CCCC2)NCc1ccccc1
-16.5%	O=C(Cc1n[nH]c(=O)c2ccccc12)NCCCc1ccccc1
16.0%	CC(=O)N1c2ccc(S(=O)(=O)N3CCCC3)cc2CC1C(=O)NCCc1ccccc1Cl (stereo not drawn)
5.1%	O=C1CC(C(=O)Nc2ccc(F)cc2)n2nc(-c3ccc(Cl)cc3)cc2N1 (stereo not drawn)
-31.9%	O=C(c1ccc2c(c1)OCO2)N1CCn2c(nn(-c3cccc(Cl)c3)c2=O)C1
-6.3%[149 µM]	O=C1NCc2ccccc2CC12CCCN2Cc1ccc(F)cc1 (stereo not drawn)
-13.2%[86.2 µM]	Cn1c(CO[C@H]2CN(C(=O)C3CC3)C[C@H]2F)nc2ccccc21
-10.9%	CC(C)(C)c1cc(NC(=O)Nc2ccc(Cl)c(Cl)c2)no1
-18.2%[86.2 µM]	CC1=C[C@@H](CN2C(=O)C(C)=C(C)C2=O)[C@H](C(C)C)C[C@H]1Cc1nc2ccccc2[nH]1
-15.2%	COc1ccc(CN2C=C(C(=O)OCc3noc(-c4ccccc4)n3)C(C)=NS2(=O)=O)cc1
-0.6%[115 µM]	CC(=O)N(C)C1CCc2ccccc21 (stereo not drawn)
?	C[C@@H]1CN(C(=O)c2nc3sccn3c2-c2nc3ccccc3n2C)C[C@H](C)O1
?	O=C(Cn1ncc2c([nH]c3ccccc32)c1=O)NCCCN1CCN(c2ccc(F)cc2)CC1
-2.1%	Cc1ccc(Cc2nc3ccccc3nc2SCC(=O)NCc2ccccc2Cl)cc1
i	CN1CCC(Cn2ccc3c(N4CCOCC4)nc(-c4cccc(N[S+](C)(=O)[O-])c4)cc32)CC1
8.6%	O=C(Nc1cccc(-c2cscn2)c1)C1CCN(Cc2ccsc2)CC1
-17.1%	O=C(C1CCCN(S(=O)(=O)c2cccs2)C1)N1CCN(c2cccc(Cl)c2)CC1 (stereo not drawn)
-3.6%[86.2 µM]	O=C1NC2(CCN(Cc3cccnc3)CC2)COc2ccccc21
?	O=C(CCCCCn1c(=O)[nH]c2ccccc2c1=O)NCc1cccc(Cl)c1
-38.8%	Cc1ccc(NC(=O)CCS(=O)(=O)c2cccc3nonc23)c(C)c1
4.9%	O=C(O)c1ccc2c(c1)c(C(C(=O)O)N1CCCC1)cn2Cc1ccccc1 (stereo not drawn)
35.5µM*	Cc1ccc(-c2nnc([C@H]3CCN(Cc4ncc[nH]4)C3)o2)cc1
38.0%	CC(=O)NCCNC(=O)c1ccc(NC2=NC3CS(=O)(=O)CC3S2)cc1 (stereo not drawn)
6.2%	Cc1cccc(-n2nnc(-c3nc(-c4cccs4)no3)c2N)c1C
-13.7%	COc1cc(NS(=O)(=O)c2ccc(NC(=O)C(C)Oc3ccc(Cl)cc3Cl)cc2)nc(OC)n1 (stereo not drawn)
?	O=C(Cc1c[nH]c2ncc(-c3ccc(Cl)cc3)cc12)NCc1cccnc1
-35.8%	COc1ccc(NC(=O)Nc2cccn3nc(C(C)C)nc23)cc1
0.4%	CCCCCn1c(=O)[nH]c2cc(C(=O)N3CCN(C(=O)OCC)CC3)ccc2c1=O
17.4%	O=C(NCc1cccnc1)c1c(OCC2CC2)cc(=O)n2c1CCOCC2
?	CCOc1ccc(C(c2c(O)cc(C)n(CCOC)c2=O)N2CCN(c3ccc(F)cc3)CC2)cc1 (stereo not drawn)
-24.1%	COc1ccc(NC(=O)N2c3ccccc3CC2c2nc(C(C)C)no2)c(C)c1 (stereo not drawn)
-30.3%	CC(C)(C)OC(=O)N1CCC(C(=O)N[C@@H](Cc2c[nH]c3ccccc23)C(=O)O)CC1

Fetched by compound from above:
KDM5B inhibitor	SMILES
17.4%	O=C(NCc1cccnc1)c1c(OCC2CC2)cc(=O)n2c1CCOCC2
35.5%[activator]	CCCN1CNC(=S)N(N2CN(CCC)CNC2=S)C1
-13.6%	CC(=O)N(C1CC1)C1CCOC2(CCN(C(=O)Nc3ccc4c(c3)OCCO4)CC2)C1 (stereo not drawn)
-16.5%	O=C(Cc1n[nH]c(=O)c2ccccc12)NCCCc1ccccc1

(further entries)
KDM5B inhibitor	SMILES
-24.0%	Cc1[nH]c2ccc(F)cc2c1CC(=O)NCCCN1CCCCC1
28.2µM*	CSc1ccc(-c2ccc3c(c2)C(=O)N2CC[C@H](NC(=O)c4cccs4)C[C@H]2C(=O)N3)cc1
-4.0%	CC(C)CN1CC2(CCN(C(=O)c3cc(-c4ccccc4)nn3C)CC2)CC1=O
-2.5%	O=C(Cn1cccc1-c1nc(-c2ccc3c(c2)OCO3)no1)Nc1ccccc1
-13.0%	O=C(COC(=O)c1c2c(nc3ccccc13)CCCC2)c1ccc(Oc2ccc(Cl)cc2[N+](=O)[O-])cc1
?	COc1ccccc1-c1nccc2c(=O)cc(N3CCOCC3)oc12
-3.1%	Cc1[nH]c(C)c(S(=O)(=O)N2CCN(c3cccc(Cl)c3)CC2)c1C(=O)N1CCCCC1
?	CNCc1nccs1
-11.2%	COc1ccc(CCC(=O)NCC23CCC=C2NC(=O)CC3)cc1 (stereo not drawn)
-30.5%	CCc1noc(Cc2c(C)nn(-c3ccccc3)c2C)n1
-21.0%	O=C(Cn1nc2c(cc1=O)CCCCC2)N1CCN(Cc2ccc3c(c2)OCO3)CC1
-5.7%	COc1cc(F)ccc1-c1ccc(=O)n(Cc2cccc(F)c2)n1
19.7%	Cc1c(Cl)cccc1NC(=O)C1CCCc2ccccc21 (stereo not drawn)
?	Cc1[nH][nH]c(=O)c1C(c1ccccc1OCc1ccccc1Cl)c1c(C)[nH][nH]c1=O
6.3%[86.2 µM]	CNC(=O)CCn1ncc2cc(OCc3ccccc3-c3cncc(OC)c3)ccc21
-13.4%	COc1ccccc1-c1c(C(F)(F)F)oc2cc(OCC#N)ccc2c1=O
?	COc1cc(-c2nc3ccc(C)cn3c2Nc2ccc3c(c2)OCO3)cc(OC)c1O
-7.8%	CCOc1ccc(S(=O)(=O)c2cn(CC)c3ccc(F)cc3c2=O)cc1
17.6%	Cc1n[nH]c(C)c1C(N)C(=O)NCc1ccccc1-n1ccnc1C (stereo not drawn)
12.1%	CCOC(=O)Cc1csc(NC(=O)Nc2ccc(F)cc2)n1
-27.7%	COc1ccc(Cn2c(O)c(C=Nc3ccccc3C(=O)O)c3ccccc3c2=O)cc1
-14.6%	COc1ccc2oc(=O)c(-c3nc(-c4nonc4N)no3)cc2c1
4.6%	O=C(OC1CCOC1=O)c1ccccc1Sc1ccc(C(F)(F)F)cc1[N+](=O)[O-] (stereo not drawn)
?	COc1ccc(/C=C(/Cl)c2nc3ccccc3s2)cc1

Ordered by formula weight (falling): three of the compounds above
KDM5B inhibitor	SMILES
4.6%	O=C(OC1CCOC1=O)c1ccccc1Sc1ccc(C(F)(F)F)cc1[N+](=O)[O-] (stereo not drawn)
?	Cc1[nH][nH]c(=O)c1C(c1ccccc1OCc1ccccc1Cl)c1c(C)[nH][nH]c1=O
19.7%	Cc1c(Cl)cccc1NC(=O)C1CCCc2ccccc21 (stereo not drawn)

Continued:
KDM5B inhibitor	SMILES
-0.2%	CN1CCN(c2nc3ccccc3nc2C(C#N)S(=O)(=O)c2ccccc2)CC1 (stereo not drawn)
-3.8%	CCCNc1c(NC(=O)COc2ccccc2C)c(=O)oc2ccccc12
?	O=C(NC1CCN(c2cc(-c3ccc(Cl)cc3)[nH]n2)C1)c1ccccc1F (stereo not drawn)
-14.7%[86.2 µM]	CN(Cc1cccn1C)C(=O)c1ccc(F)cc1
29.5%	COc1cccc(S(=O)(=O)N2C[C@@H](F)C[C@H]2C(=O)N2CCOCC2)c1
6.9%	CC(=O)c1ccc(S(=O)(=O)NCc2ccc(C(=O)N3CCN(c4cccc(C)c4)CC3)cc2)cc1
-12.1%	CC(C)C(Br)C(=O)Nc1ccc(F)cc1 (stereo not drawn)
-10.6%	Cc1ccc(C)c(NC(=O)c2ccc(CN3CC(=O)N4CCCCC4C3=O)cc2)c1 (stereo not drawn)
-0.6%	CC(C)(C)OC(=O)N[C@@H](Cc1ccccc1)C(=O)NCC1CCC(C(=O)N[C@@H](CCC(N)=O)C(=O)O)CC1 (stereo partly drawn)
10.0%	Cc1ccc(Oc2nc3c(c(=O)n(Cc4ccccc4Cl)c(=O)n3C)n2C)cc1C
?	N#C/C(=C/c1cccc(Oc2ccc(Cl)cc2)c1)c1nc2ccccc2[nH]1
-8.0%	CN(Cc1ccccc1)C(=O)C[C@@H]1c2nc(NC(=O)CC(C)(C)C)sc2C[C@@H]2[C@](C)(CO)[C@H](O)CC[C@]21C
-17.9%	COc1ccc(CNC(=O)c2noc(-c3ccc(F)cc3)n2)cc1
13.0%	Cc1ccc(N(Cc2cc3ccccc3[nH]c2=O)C(=O)c2cccc(Cl)c2)cc1
-25.2%	COc1ccc(C2C(C(=O)OC(C)(C)C)=C(C)N=C3SC=C(CC(=O)N4CCCC4)N32)cc1OC (stereo not drawn)
13.2%	O=C(OCC(F)(F)C(F)F)c1cccnc1
-19.3%	CC(C)c1nc2c(c(-c3ccc(O)cc3)n1)CN(Cc1ccccn1)CC2
?	CN(C)C[C@@H]1CN(C2CCOCC2)C[C@H]1NC(=O)Cc1ccsc1
7.1%	O=C(c1nc(-c2cccnc2)no1)N1CCN(c2ccc(Cl)c(Cl)c2)CC1
?	Cc1c(O)ccc2c(CN3CCCCC3C)cc(=O)oc12 (stereo not drawn)
-16.4%	CS(=O)(=O)N(C1CC1)C1CCOC2(CCN(C(=O)C3(c4ccccc4)CC3)CC2)C1 (stereo not drawn)
-2.3%	COc1ccc(C(=O)NC(CC(=O)O)c2ccc(C(C)(C)C)cc2)cc1 (stereo not drawn)
-5.9%	CC(Sc1nc2cc(S(=O)(=O)N3CCCCC3)ccc2o1)C(=O)Nc1ccc(F)cc1Cl (stereo not drawn)
14.1µM*	CCc1noc(-c2cccn3c(CNC(=O)c4ccoc4)nnc23)n1
-21.8%	Cc1nc(CC(=O)N2CCCC(C(=O)NCCCO)C2)cs1 (stereo not drawn)
7.2%&16.7%	CC(=O)Nc1ccc(NC(=O)CCSCCc2ccccn2)cc1
6.3%	O=C(C[C@@H]1C[C@H]2O[C@H](CNC3CCNCC3)[C@@H](O)[C@H]2O1)N1CCC(F)(F)C1
-14.4%	Cc1cccc(C)c1NC(=O)Cn1cccc1-c1nc(-c2ccc(F)cc2)no1
?	CNc1ccc(-c2noc([C@@H]3CCCN3Cc3ccc(CO)o3)n2)cn1

Part of the list above, tab-delimited:
compound	KDM5B inhibitor
Cc1nc(CC(=O)N2CCCC(C(=O)NCCCO)C2)cs1 (stereo not drawn)	-21.8%
CC(=O)Nc1ccc(NC(=O)CCSCCc2ccccn2)cc1	7.2%&16.7%
O=C(C[C@@H]1C[C@H]2O[C@H](CNC3CCNCC3)[C@@H](O)[C@H]2O1)N1CCC(F)(F)C1	6.3%
